COUP-TFII inh: blocks human COUP-TFII nuclear receptor; P24468; HEK293T NGFI-A luciferase reporter, luminescence; inhibition, % at 8.6 µM; actives 0.7% (n = 370,000);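 active means inhibition above a per-plate cutoff, mean inhibition of test wells between control levels plus 3 SD, cut at about 38% in these data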;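 further: cells cotransfected with COUP-TFII expression vector driving the NGFI-A reporter; 0% = median of COUP-TF2 test wells and 100% = reporter-only cells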
NOD2 RIPK2 PPI: blocks binding of human NOD2 to RIPK2. CHO BLA complementation NOD2-RIPK2, CCF4 ratio. inhibition, % at 4.98 µM. actives 0.38% (n = 360,000); in the data active means inhibition above about 21%;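 further: 0% = vehicle only and 100% = reference blocker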
ABHD5 PLIN5 PPI: ABHD5-PLIN5 protein interaction inhibition; Q00G26+Q8WTS1; Split G. princeps luciferase complementation, luminescence, 4 h; inhibition, % at 4 µM; actives 0.78% (n = 360,000);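 active means inhibition above the mean inhibition across every tested compound plus 3 SD, cut at about 22% in these data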;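 further: 0% = DMSO only wells and the 100% control is not disclosed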
SRC1 inh: inhibitors of human steroid receptor coactivator 1 (SRC1) | Q15788 | HEK293 GAL4-SRC1 luciferase reporter, luminescence | inhibition, % at 3.6 µM | actives 0.12% (n = 360,000) | AID 588354;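 active means inhibition above the campaign mean plus 3 SD, with each screening campaign given its own cutoff, cut at about 60% in these data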;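 further: 0% = DMSO treated cells and 100% = gossypol at 36 µM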
MC4R ag barr: activates human MC4R beta-arrestin recruitment; P32245; U2OS MC4R beta-arrestin complementation, luminescence; percent of melanotan II response, DMSO zero; activation, % at 8.9 µM; actives 0.98% (n = 360,000); AID 540308;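 active means activation above a per-plate cutoff, the mean activation of sample wells on that plate plus 3 SD, cut at about 8% in these data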
LMP1 NFkB inh: inhibitors of Epstein-Barr LMP1-induced NF-kappaB reporter | LMP1-induced NF-kappaB luciferase reporter cells, luminescence | actives 0.69% (n = 350,000) | inhibition, % at 12.5 µM | AID 504558; in the data active means inhibition above about 41%;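 further: 0% = neutral control wells and 100% = reference inhibitor control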
NCOA2 inhibitor: human SRC2 (NCOA2) inhibition; HEK293 GAL4-SRC2 luciferase reporter, luminescence; Q15596; inhibition, % at 9 µM; actives 0.17% (n = 370,000);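 active means inhibition above the mean inhibition of all tested compounds plus 3 SD, set per campaign, cut at about 52% in these data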;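 further: 0% = DMSO treated cells and 100% = cells given Gossypol at 36 µM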
MC4R antag cAMP: human MC4R antagonism in cAMP assay. MC4R-expressing cells, MTII-stimulated cAMP, LANCE TR-FRET. inhibition, % at 6.5 µM. actives 0.48% (n = 360,000);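 active means inhibition above its plate's cutoff, the mean of tested wells on that plate plus 3 SD, cut at about 29% in these data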;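 further: 0% = Melanotan II alone and 100% = Melanotan II plus saturating MCL0020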
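System: U2OS cells stably expressing human melanocortin 4 receptor (MC4R). Reagent: Melanotan II challenge after compound preincubation. Doses: 6.5 µM. Times: 30-min compound, 1-h challenge, 1-h detection, room temperature. Measured by: TR-FRET with Eu-cAMP and labeled anti-cAMP, 671 nm. Replicates: singlicate.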
SRC3 inh: human NCOA3 inhibition | AID 588352 | actives 0.17% (n = 360,000) | Q9Y6Q9 | inhibition, % at 3.6 µM | HEK293 GAL4-SRC3 luciferase reporter, luminescence;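 active means inhibition above a per-campaign cutoff, the mean of all compounds plus 3 SD, cut at about 60% in these data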;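 further: 0% = DMSO-treated cells and 100% = gossypol-treated cells at 36 µM; higher means less SRC3-driven luciferase light from the GAL4 reporter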
LRH-1 inv ag: NR5A2 inverse agonism in reporter assay; HEK293T StAR-luciferase reporter, LRH-1 transfected, 24 h; O00482; actives 0.13% (n = 360,000); inhibition, % at 3.6 µM; AID 602396;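 active means inhibition above the mean inhibition of all tested compounds plus 3 SD, cut at about 73% in these data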;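 further: 0% = DMSO wells and 100% = reporter-only cells lacking LRH-1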
TLR9-MyD88 block: blocks human TLR9 binding to MyD88 | inhibition, % at 4.98 µM | actives 0.21% (n = 340,000) | AID 504734 | Q9NR96+Q99836 | CHO BLA complementation TLR9-MyD88, CCF4 FRET ratio;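 active means inhibition above the mean over all tested compounds plus 3 SD, cut at about 21% in these data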;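 further: 0% = DMSO only wells and 100% = clavulanate BLA inhibitor control wells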
Target sequence (Q99836 whole entry, looked up): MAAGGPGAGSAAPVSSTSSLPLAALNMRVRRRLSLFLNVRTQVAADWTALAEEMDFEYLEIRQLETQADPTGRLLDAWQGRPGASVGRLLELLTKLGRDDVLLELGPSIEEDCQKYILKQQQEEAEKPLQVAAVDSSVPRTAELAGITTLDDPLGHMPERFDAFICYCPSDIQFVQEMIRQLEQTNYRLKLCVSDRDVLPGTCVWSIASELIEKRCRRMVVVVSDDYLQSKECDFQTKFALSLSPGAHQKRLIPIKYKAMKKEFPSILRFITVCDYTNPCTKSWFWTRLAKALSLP
Target sequence (Q9NR96 whole entry, looked up): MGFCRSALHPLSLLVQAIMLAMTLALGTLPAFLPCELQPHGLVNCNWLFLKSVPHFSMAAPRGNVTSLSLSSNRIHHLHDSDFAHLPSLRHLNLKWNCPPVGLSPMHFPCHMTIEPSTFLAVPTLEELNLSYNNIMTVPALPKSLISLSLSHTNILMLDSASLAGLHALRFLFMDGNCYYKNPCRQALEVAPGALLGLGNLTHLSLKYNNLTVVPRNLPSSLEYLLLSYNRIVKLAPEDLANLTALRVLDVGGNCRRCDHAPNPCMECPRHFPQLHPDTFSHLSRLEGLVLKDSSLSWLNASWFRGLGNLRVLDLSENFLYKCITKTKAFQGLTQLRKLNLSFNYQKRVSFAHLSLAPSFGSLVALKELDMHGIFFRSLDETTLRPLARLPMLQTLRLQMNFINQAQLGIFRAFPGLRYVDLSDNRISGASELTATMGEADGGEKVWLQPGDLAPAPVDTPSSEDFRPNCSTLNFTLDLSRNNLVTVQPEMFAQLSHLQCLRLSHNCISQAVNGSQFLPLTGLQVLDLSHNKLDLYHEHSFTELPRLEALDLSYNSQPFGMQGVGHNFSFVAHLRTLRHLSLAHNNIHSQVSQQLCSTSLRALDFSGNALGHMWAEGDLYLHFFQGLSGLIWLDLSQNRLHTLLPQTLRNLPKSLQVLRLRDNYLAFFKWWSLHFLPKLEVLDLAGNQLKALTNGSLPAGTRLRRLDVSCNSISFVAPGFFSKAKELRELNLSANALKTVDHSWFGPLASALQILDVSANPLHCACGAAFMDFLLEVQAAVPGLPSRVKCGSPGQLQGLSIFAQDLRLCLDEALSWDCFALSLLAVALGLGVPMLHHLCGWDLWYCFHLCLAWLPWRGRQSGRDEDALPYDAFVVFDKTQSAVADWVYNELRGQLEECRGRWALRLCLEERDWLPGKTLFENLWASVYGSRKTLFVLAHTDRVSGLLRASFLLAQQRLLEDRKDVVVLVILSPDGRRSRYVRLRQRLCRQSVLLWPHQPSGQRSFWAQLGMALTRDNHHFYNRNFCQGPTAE
Active calls of the source: *; / = not tested or not shown.

SMILES	COUP-TFII inh	NOD2 RIPK2 PPI	ABHD5 PLIN5 PPI	SRC1 inh	MC4R ag barr	LMP1 NFkB inh	NCOA2 inhibitor	MC4R antag cAMP	SRC3 inh	LRH-1 inv ag	TLR9-MyD88 block
Cc1ccc(CC(=O)N2CCC(c3nc4c(nnn4Cc4ccccc4)c(=O)[nH]3)CC2)cc1	3	0	-4	12	1.0	-15	13	-23	2	10	8
O=C(c1ccccc1[N+](=O)[O-])N1CCCN(C(=O)c2ccccc2[N+](=O)[O-])CC1	-12	-12	4	-16	-1.6	3	-3	4	9	-2	-5
CCOc1ccc(Cl)cc1-c1cc(C(=O)Nc2ccc(C(C)C)cc2)[nH]n1	-1	-9	0	-33	-0.8	/	-2	6	-21	-18	/
Cc1sc2nc(SCC(=O)NCCOCCO)nc(N)c2c1C	6	-7	-1	-11	-0.1	-21	-51	0	-6	-14	-8
FC(F)(F)c1cnc2c(-c3ccccc3)n[nH]c2c1	-58	-7	-1	-33	0.4	-20	-49	0	-61	-64	/
O=C(NCCCN1CCCC1=O)C(=O)NCC1OCCN1S(=O)(=O)c1cc(F)ccc1F (stereo not given)	1	-4	-6	-5	-1.5	-5	-19	-5	-54	-10	-2
CCOC(=O)c1cn(Cc2cccc(Cl)c2)c2cc(C)nn2c1=O	-3	-3	0	14	5.9	8	-7	8	-16	6	0
NC(=O)c1cccc(C(N)=O)n1	3	13	-2	-11	-1.2	-1	3	13	-1	6	-16
Nc1c(C(O)(C(F)(F)F)C(F)(F)F)cc(C(O)(C(F)(F)F)C(F)(F)F)c2ccccc12	/	-6	-1	1	-1.0	-13	/	6	21	16	3
CCCCn1cnc2c(SCc3ccc(Cl)cc3)nc(N)nc21	-6	16	0	-14	0.2	-15	-17	-13	-14	-57	12
CC(C)NC(=O)c1ccc2c3n(nc2c1)-c1ccccc1CO3	-14	-13	4	-83	-0.7	24	-47	0	-96	-104	1
CCCc1cc(=O)[nH]c(SCC(=O)c2ccc(S(=O)(=O)N3CCCC3)cc2)n1	8	-9	-5	15	2.0	-5	6	0	13	10	-8
Cn1c(=O)c2c(nc(CN3CCN(C(=O)c4ccco4)CC3)n2CC(N)=O)n(C)c1=O	15	3	8	3	3.2	6	-6	1	6	3	2
O=S(=O)(c1ccc2c(c1)oc1ccccc12)N1CCOCC1	1	-3	9	10	2.0	-5	4	6	-1	16	7
CC(=O)c1c(Nc2cccc(F)c2)oc(C)cc1=O	5	0	-2	-49	-1.2	-6	-27	11	-10	-40	8
O=C1CCN(Cc2ccccc2)N1	-12	1	-7	-8	-0.6	6	5	10	-4	6	0
Cc1c(/C=N\NC(=O)c2csc3ccccc23)cnn1C	-14	0	4	-19	-0.8	-20	-23	-5	-44	-26	4
NC(=O)c1cc2cc(Cl)ccc2oc1=Nc1cccc(C(F)(F)F)c1	-13	-10	8	-4	2.0	-2	-13	8	9	17	7
CCC(C)(C)N1CC(=O)N(Cc2ccccc2)C(c2ccc(OC)cc2)C1=O (stereo not given)	9	2	-8	-11	-0.1	1	12	1	21	-2	-8
CCc1nnc(NC(=O)Cc2ccc(OC)cc2)s1	5	4	-1	-28	0.4	-1	-8	14	-7	-30	0
COC(=O)[C@@]1(Cc2ccc(F)cc2)[C@H]2c3cc(C(=O)N(C)C)n(C)c3C[C@H]2CN1C(=O)c1ccccc1	-16	4	2	/	/	/	-16	/	/	20	/
COC(=O)c1ccc(NC(=O)c2cccc(NC(=O)c3ccccc3)c2)cc1	-3	-2	3	-18	7.9	-2	-24	8	-27	-1	-5
CC1(C(=O)NCc2ccc3c(c2)OCO3)CCN1C(=O)Cc1cccc2ccccc12 (stereo not given)	9	-3	1	-6	-2.2	/	-10	7	15	8	/
Cc1ccccc1NC(=O)CC1S/C(=N/c2nccs2)N(C)C1=O (stereo not given)	-6	2	0	0	0.8	-11	7	11	4	7	4
Fc1ccc(-c2cc(-c3ccccc3)nc(-n3cccn3)n2)cc1	-2	3	-7	2	-0.9	9	12	2	-4	-20	-10
COc1ccc2oc(C(=O)OCC(=O)Nc3cccc(S(=O)(=O)N4CCOCC4)c3)c(C)c2c1	6	-7	1	-17	-3.4	-8	-32	7	-5	14	6
O=C(COC(=O)C1=COCCO1)NC1CCCCC1	-1	-5	0	-10	-0.3	-4	-28	-4	-20	6	1
COc1ccc(C(CNC(=O)c2ccc3c(c2)C(=O)N(CCC(C)C)C3=O)N2CCOCC2)cc1 (stereo not given)	3	3	2	-1	-0.5	9	-1	-2	7	4	-5
Cc1nc(Nc2ccccc2)sc1C(=O)Nc1ccccc1	-2	6	-1	-41	-0.7	-13	-21	0	-16	-43	-1
CCOc1ccc(NC(=O)CN(C)C(=O)CCc2nc3ccccc3c(=O)[nH]2)cc1OCC	-6	4	-6	-11	-1.5	-2	-6	16	-22	6	-2
CCOc1ccc(-c2nc(S(=O)(=O)c3ccccc3)c(NCc3cccnc3)o2)cc1	5	-7	6	-2	-1.1	-3	11	6	-7	9	-9
O=C(N/N=C/C=C\c1ccco1)c1cccnc1	-8	-3	15	-4	1.4	-7	17	-18	6	-11	1
COc1ccc(S(=O)(=O)N2CCC(C(=O)N[C@H](C(=O)N3CCCCCC3)C(C)C)CC2)cc1	-9	-8	5	-16	0.3	0	14	9	-2	-23	-6
C/C(=N\NC(=O)c1ccn(C)n1)c1cccc(NC(=O)c2ccc(C)s2)c1	-46	-4	-3	-95	1.4	-15	-53	-8	-76	-66	-19
C=CCOc1ccc(C2/C(=C(\O)c3ccc4c(c3)CC(C)O4)C(=O)C(=O)N2CCN2CCOCC2)cc1OCC (stereo not given)	-13	-8	8	-14	-1.1	-2	11	10	-26	-21	-5
CCOc1cccc(OCCOc2ccc(C(=O)c3ccccc3)cc2)c1	13	-8	0	3	-2.0	-2	-4	13	18	6	-3
CCc1nnc(NS(=O)(=O)c2ccc(Nc3ccc([N+](=O)[O-])c4nonc34)cc2)s1	7	-4	0	11	-1.7	1	24	13	23	0	2
CCCNC(=O)c1cc(C2CCCCN2C(=O)CCCc2ccccc2)on1 (stereo not given)	1	9	0	-11	-2.0	/	16	4	-14	2	/
NS(=O)(=O)c1ccc(N=Nc2c[nH]c(=O)c(O)c2)cc1	-11	1	-14	1	-6.0	4	-9	-10	-4	4	4
Cc1nnc(NC(=O)C2CCN(c3cnccn3)CC2)s1	10	-10	5	12	0.4	-1	-14	12	9	-8	-1
CC(NC(=O)c1cc(COc2ccc(-n3cncn3)cc2)on1)c1ccc(F)cc1 (stereo not given)	-10	10	-2	-28	0.2	-10	-15	4	-35	-36	2
O=P(OC1CCCCC1)(OC1CCCCC1)C(O)c1c(Cl)cccc1Cl (stereo not given)	-18	1	6	-1	4.9	-10	20	-1	-15	13	4
COc1cccc(NC(=O)C(NC2CCCC2)c2ccccc2)c1 (stereo not given)	-2	-1	0	7	-1.2	7	-13	1	-9	2	-5
C/C(=N/NC(=O)c1ccc(C)s1)c1ccncc1	-44	6	-1	-75	-1.8	-14	-24	-1	-29	-45	-1
O=C(O)Cc1coc(-c2ccc(F)cc2)n1	-9	-2	0	-9	-1.2	11	-15	-2	1	0	-5
COC(=O)[C@@H](Cc1c[nH]c2ccccc12)NC(=O)CNC(=O)c1ccccc1OC	7	-3	-3	7	-0.9	1	26	12	-54	8	-11
CCN1CCN(C(=O)Nc2ccc(OC)cc2OC)CC1	4	-11	-5	-12	-2.6	-8	-1	-3	-6	-2	5
CSc1ccccc1NC(=O)N1CCCC(C(=O)c2ccc3c(c2)OCO3)C1 (stereo not given)	-8	-7	-4	3	-2.1	-6	-7	0	20	-5	-3
NC(=S)NN=C1c2ccccc2-c2c(F)c(F)c(F)c(F)c21	2	9	-21	5	0.7	-3	13	16	-12	-2	-3
Cc1ccc(C)c(OCc2nnc(SCC(=O)NCc3ccc4c(c3)OCO4)o2)c1	-6	6	-2	10	0.0	-2	15	19	15	-2	2
(cont.)
SMILES	COUP-TFII inh	NOD2 RIPK2 PPI	ABHD5 PLIN5 PPI	SRC1 inh	MC4R ag barr	LMP1 NFkB inh	NCOA2 inhibitor	MC4R antag cAMP	SRC3 inh	LRH-1 inv ag	TLR9-MyD88 block
CC(C)(C)c1ccc(/C=C/C(=O)NC2=NCCS2)cc1	-3	1	-2	-94	4.9	-37	-18	25	-60	-163	-9
O=C(CSc1cccc[n+]1[O-])NCCCc1ccccc1	-3	2	-7	-26	-2.9	7	8	-4	17	-16	1
Cc1ccc(NC(=S)N2CCC(O)CC2)c(C)c1	18	-4	3	-9	0.8	13	-16	2	-30	28	-5
COc1ccc(-n2c(=O)[nH]cc(C(=O)Nc3ccc4c(c3)OCCO4)c2=O)cc1	4	-1	3	-6	-1.5	-9	-19	-1	15	-12	2
CC(C)NC(NC(=O)Cc1ccccc1)C(Cl)(Cl)Cl (stereo not given)	4	-6	2	-31	-0.7	0	-7	3	20	24	0
CCCC1(c2ccccc2)NC(=O)N(CC(=O)c2[nH]c(C)c(C(=O)OCC)c2C)C1=O (stereo not given)	8	3	-4	4	-1.8	-1	-25	8	-4	17	-14
O=C(NCCCn1ccnc1)C1CC(c2cccc(Br)c2)=NO1 (stereo not given)	4	-2	2	3	-0.8	-5	-15	2	18	-11	-1
CCn1c(SCC(=O)c2ccc(O)c(O)c2)nnc1-c1ccccc1OC	1	-1	5	-10	-0.6	-16	-12	3	8	12	3
CCOC(=O)CC1COCCN1C(=O)c1ccc2oc(Cc3ccccc3)nc2c1 (stereo not given)	-10	-6	-6	-41	-3.4	-24	-34	6	-27	-53	3
COc1ccc(N2CCN(C(=O)C3=NNC(=O)CC3)CC2)cc1	-18	-7	7	-35	4.8	-4	22	6	17	-8	1
Cc1nc(Nc2ccc(Cl)c(Cl)c2)sc1C(/C=C/c1ccc2c(c1)OCO2)=NNc1ccc([N+](=O)[O-])cc1[N+](=O)[O-]	12	2	-10	-12	0.4	0	4	-5	5	-5	-8
Cc1cc(C)n2c(SC(C)C(=O)NC3(C#N)CCCCC3)nnc2n1 (stereo not given)	-3	-7	1	-3	-1.6	-4	2	3	1	-8	1
O=C(COc1ccccc1)Nc1cccc(-c2cn3cccnc3n2)c1	7	-6	2	-30	-3.2	-39	4	5	11	-32	-4
Cc1ccc(-n2nc3c(c2NC(=O)c2ccc(OC(C)C)cc2)CS(=O)C3)cc1 (stereo not given)	19	-5	-2	9	-1.1	0	-23	15	12	14	2
Cc1ccccc1COC[C@H](CC(C)C)N1CCN(C(=O)c2cccc(C(F)(F)F)c2)CCC1=O	5	-5	11	-3	-1.6	8	10	5	6	-3	0

Screens from PubChem BioAssay.

Only part of the results is shown (hit frequency here may not be typical).
